High-throughput results from PubChem BioAssay.
Polio RdRp inh = inhibitors of poliovirus RNA polymerase binding and polymerization. 150,000 tested, 0.66% active. AID 588519. % elongation, % (compound at 16.7 µg/mL). poliovirus polymerase elongation, fluorescence polarization; stronger effect = lower value. P03300; in the data active = % elongation below about 90%; note: some results filed as inactive read as strong as hits
Target sequence (P03300 1749-2209 limits assumed): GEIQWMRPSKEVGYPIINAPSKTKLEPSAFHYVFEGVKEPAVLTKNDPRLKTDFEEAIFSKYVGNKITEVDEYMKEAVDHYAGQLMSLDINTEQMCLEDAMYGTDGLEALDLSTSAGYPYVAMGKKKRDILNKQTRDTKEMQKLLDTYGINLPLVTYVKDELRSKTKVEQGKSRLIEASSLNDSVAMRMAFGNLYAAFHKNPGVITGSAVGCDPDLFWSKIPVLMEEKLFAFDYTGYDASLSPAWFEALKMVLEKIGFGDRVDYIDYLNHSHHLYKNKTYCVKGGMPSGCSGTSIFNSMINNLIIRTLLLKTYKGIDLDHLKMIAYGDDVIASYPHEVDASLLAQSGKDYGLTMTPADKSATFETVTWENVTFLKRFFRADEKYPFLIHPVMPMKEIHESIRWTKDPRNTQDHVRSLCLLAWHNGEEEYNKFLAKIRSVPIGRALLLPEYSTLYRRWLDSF
Polio RdRp inh FP z-score = further read-out of Polio RdRp inh, marked with its call; z-score; measured here: FP z-score; hits read low
Active calls of the source: *. This is a subset (hit frequency here may not be typical).

Sample of the layout (17 entries):
SMILES | Polio RdRp inh | Polio RdRp inh FP z-score
CCS(=O)(=O)c1nc(S(=O)(=O)c2ccc(Cl)cc2)c(NCC2CCCO2)s1 (stereo not given) | 102.0 | -0.1
Cc1c(C(=O)OCc2ccccc2)[nH]c2c1C(=O)CC(c1ccc(C(C)(C)C)cc1)C2 (stereo not given) | 96.0 | -2.5
C/C(=C(/C#N)P(=NN=Nc1ccccc1)(N1CCOCC1)N1CCOCC1)N1CCCC1 | 98.0 | -0.5
CC(C)CCNC(=O)C1CCN(Cc2cccc(OCc3ccccc3)c2)CC1 | 74.0* | -3*
Fc1cc(F)c2c(c1)C1C=CCC1C(c1cccnc1)N2 (stereo not given) | 100.0 | -0.1
O=S(=O)(c1ccc(-n2nnc3ccccc32)nc1)N1CCCCC1 | 106.0 | 0.6
O=C(CC1SC(=NCC2CCCO2)NC1=O)Nc1cccc2ccccc12 (stereo not given) | 105.0 | 0
NC(N)=NS(=O)(=O)c1ccc(NC(=O)/C=C/C(=O)O)cc1 | 101.0 | -0.1
CCCNC(=O)N1[C@H](c2ccc(C)s2)[C@@H](C)C(=O)[C@@H](C)[C@@H]1c1ccc(C)s1 | 108.0 | 0.2
CC(C(=O)Nc1ccc(F)cc1Cl)N(C)CC1COc2ccccc2O1 (stereo not given) | 98.0 | -0.9
O=c1[nH]c(=S)[nH]c(O)c1N=Nc1ccc(O)cc1 | 108.0 | 3
CCCN(Cc1nnc(-c2ccco2)o1)C(=O)c1ccccc1SCC(=O)N1CCCC1 | 103.0 | 0
O=C(c1cccnc1)N1CCN(CCN2C(=O)C3C4C=CC(C4)C3C2=O)CC1 (stereo not given) | 100.0 | -0.6
Cc1cnc(Nc2nc3ccccc3o2)nc1C(=O)Nc1cccc(C(F)(F)F)c1 | 101.0 | 0
CCOC(=O)C1=C(C)NC(SCC(N)=O)=C(C#N)C1c1ccccc1 (stereo not given) | 103.0 | 0.3
CSc1nc2ccccc2n1CN1CCN(Cc2cccs2)CC1 | 100.0 | -0.1
Cc1ccc(Cl)cc1Nc1nn2c(=O)c3ccc(C(=O)NCc4cccs4)cc3nc2s1 | 100.0 | -1.4

Main list, from the first entry:
SMILES | Polio RdRp inh | Polio RdRp inh FP z-score
CCS(=O)(=O)c1nc(S(=O)(=O)c2ccc(Cl)cc2)c(NCC2CCCO2)s1 (stereo not given) | 102.0 | -0.1
Cc1c(C(=O)OCc2ccccc2)[nH]c2c1C(=O)CC(c1ccc(C(C)(C)C)cc1)C2 (stereo not given) | 96.0 | -2.5
C/C(=C(/C#N)P(=NN=Nc1ccccc1)(N1CCOCC1)N1CCOCC1)N1CCCC1 | 98.0 | -0.5
CC(C)CCNC(=O)C1CCN(Cc2cccc(OCc3ccccc3)c2)CC1 | 74.0* | -3*
Fc1cc(F)c2c(c1)C1C=CCC1C(c1cccnc1)N2 (stereo not given) | 100.0 | -0.1
O=S(=O)(c1ccc(-n2nnc3ccccc32)nc1)N1CCCCC1 | 106.0 | 0.6
O=C(CC1SC(=NCC2CCCO2)NC1=O)Nc1cccc2ccccc12 (stereo not given) | 105.0 | 0
NC(N)=NS(=O)(=O)c1ccc(NC(=O)/C=C/C(=O)O)cc1 | 101.0 | -0.1
CCCNC(=O)N1[C@H](c2ccc(C)s2)[C@@H](C)C(=O)[C@@H](C)[C@@H]1c1ccc(C)s1 | 108.0 | 0.2
CC(C(=O)Nc1ccc(F)cc1Cl)N(C)CC1COc2ccccc2O1 (stereo not given) | 98.0 | -0.9
O=c1[nH]c(=S)[nH]c(O)c1N=Nc1ccc(O)cc1 | 108.0 | 3
CCCN(Cc1nnc(-c2ccco2)o1)C(=O)c1ccccc1SCC(=O)N1CCCC1 | 103.0 | 0
O=C(c1cccnc1)N1CCN(CCN2C(=O)C3C4C=CC(C4)C3C2=O)CC1 (stereo not given) | 100.0 | -0.6
Cc1cnc(Nc2nc3ccccc3o2)nc1C(=O)Nc1cccc(C(F)(F)F)c1 | 101.0 | 0
CCOC(=O)C1=C(C)NC(SCC(N)=O)=C(C#N)C1c1ccccc1 (stereo not given) | 103.0 | 0.3
CSc1nc2ccccc2n1CN1CCN(Cc2cccs2)CC1 | 100.0 | -0.1
Cc1ccc(Cl)cc1Nc1nn2c(=O)c3ccc(C(=O)NCc4cccs4)cc3nc2s1 | 100.0 | -1.4
CC(=O)N/C(N)=N/c1nc2ccccc2s1 | 103.0 | 0.3
CC(=O)N1CCC(N(Cc2ccc(C)o2)C(=O)Nc2ccccc2F)CC1 | 119.0 | 1.4
CCNC(=S)N1CCn2cccc2C1c1ccc(C)cc1 (stereo not given) | 103.0 | 0.7
COc1ccc(S(=O)(=O)N(C(C)=O)c2ccc3oc(=O)sc3c2)cc1 | 102.0 | 0.5
NNc1ccc(Cl)c(C(=O)O)c1 | 100.0 | -0.2
Cc1ccc(CNC(=O)C(=O)Nc2c3c(nn2-c2ccc(F)cc2)CSC3)cc1 | 109.0 | 0.6
Cc1[nH]c2ccc(C(=O)NC(C)C)cc2c1C | 99.0 | -0.7
CN1CCN(CC(=O)N2c3ccccc3Sc3ccc(Cl)cc32)CC1 | 102.0 | 0.1
CCn1cnc2cc(NS(=O)(=O)c3ccc(C)cc3)ccc21 | 99.0 | -0.5
Cc1cc(N2CCCC2)nc2ccc(NC(=S)NCCN3CCc4ccccc4C3)cc12 | 98.0 | -1.6
S=c1[nH]c(-c2ccccc2)c(-c2ccccc2)o1 | 105.0 | 0.5
Cc1cc(C(=O)NCc2ccco2)c2ccccc2n1 | 101.0 | -0.2
CCC(=O)NC(C)C12CC3CC(CC(C3)C1)C2 (stereo not given) | 100.0 | -0.1
O=C1OCc2cc(-n3[nH]nnc3=S)ccc21 | 98.0 | -0.9
Cc1ccc2nc(-c3ccc4nc(N)sc4c3)oc2c1 | 107.0 | 1.9
C=CCn1c(SCC(=O)O)nnc1-c1ccc(Cl)cc1Cl | 104.0 | 0.5
O=C(Cn1ncc2c3ccccc3n(Cc3cccc(Cl)c3)c2c1=O)NCCCc1ccccc1 | 155.0 | 5.1
CCN(CC)CCNC(=O)c1ccc2c(=O)n3nc(Nc4ccccc4OC)sc3nc2c1 | 65.0* | -7.4*
CC(CCc1ccccc1)NC(=O)CN1C(=O)c2ccccc2S1(=O)=O (stereo not given) | 104.0 | 1.3
CC(C)(C)S(=O)(=O)c1cnc(-c2cnccn2)nc1N | 103.0 | -0.5
COc1ccccc1C1CC(=O)N(c2cccc(C(F)(F)F)c2)C2=C1C(=O)OC2 (stereo not given) | 103.0 | -0.2
Cc1ccc2sc(NC(=O)/C=C/C(=O)O)nc2c1 | 102.0 | 0.1
CCS(=O)(=O)N1CCc2cc(C(=O)Nc3ccc(C(=O)OC)cc3)ccc21 | 112.0 | 0.9
CN(C)C(=S)SCC(=O)Nc1ccccc1 | 101.0 | -0.5
O=C(COc1ccc(-n2cnnn2)cc1)NC(=O)NCc1ccccc1 | 109.0 | 0.6
CC1CCC(NC(=O)C2CCCN2S(=O)(=O)c2ccc3nc(-c4ccccc4)[nH]c3c2)CC1 (stereo not given) | 104.0 | 0.6
CCN1CCN(c2ccc(N3CCN(C(=O)c4ccc(C(F)(F)F)cc4)CC3)nn2)CC1 | 99.0 | -1.4
COc1ccc(N(C(=O)c2ccccc2)S(=O)(=O)c2cccc3cccnc23)cc1 | 105.0 | 0.5
CC(NC(=O)COc1ccc(-c2nnco2)cc1)c1ccc(Cl)cc1Cl (stereo not given) | 106.0 | 0.4
O=C(CSc1nc2ccc(N=Cc3ccccc3O)cc2s1)NCCOc1ccccc1 | 107.0 | 0.4
CCN(CC)C(=O)Cn1c(SCC(=O)Nc2ccc(F)cc2)nc2ccccc21 | 106.0 | 0
CC(C)(C)NCC(C)(O)c1ccc(Br)cc1 (stereo not given) | 102.0 | 0.1
N#C/C(=C\c1cccnc1)C(N)=S | 101.0 | -0.1
CSc1nc2ccc(NC(=O)c3ccccc3-n3cnnn3)cc2s1 | 103.0 | 0.3
Fc1cccc(F)c1-c1nnc(-c2ccccc2OC(F)(F)F)o1 | 101.0 | 0
CCC(C)NC(=O)CSC1=Nc2ccccc2C2=NC(c3ccccc3)C(=O)N12 (stereo not given) | 102.0 | 0.5
CC(C)NC(=O)c1oc2ccccc2c1CSC1=NCCS1 | 103.0 | 0.1
N#CC(C#N)=NNc1ccccc1 | 99.0 | -0.6
COc1ccc(OC)c(NC(=O)C(CC(=O)O)Cc2ccc(C)cc2)c1 (stereo not given) | 99.0 | -0.5
CCOC(=O)c1cc(-c2ccccc2)n(CC(=O)Nc2cc(Cl)c(OC)cc2OC)c1C | 111.0 | 1.2
C=CCNC(=O)c1ccccc1SC | 103.0 | 0.5
Cc1cc(C=C(C(N)=O)C(N)=O)c(C)cc1C=C(C(N)=O)C(N)=O | 106.0 | 0.4
CC(=O)Nc1ccc(S(=O)(=O)NCc2ccc(C(=O)NC3CCCC(C)C3C)cc2)cc1 (stereo not given) | 100.0 | -1.1

New compounds follow.
SMILES | Polio RdRp inh | Polio RdRp inh FP z-score
Cc1ccc2c(c1)c(=O)c(C(=O)c1ccccc1)cn2Cc1ccccc1F | 107.0 | 0.1
N#Cc1ccsc1NC(=O)c1cc(Cl)sc1Cl | 105.0 | 1
N/C(=N\OC(=O)c1ccccc1F)c1ccccc1 | 103.0 | 0.2
CC(c1ccccc1)C1C(C#N)=C(N)Oc2c1c(=O)oc1ccccc21 (stereo not given) | 105.0 | 0.1
CN1/C(=C\C(=O)c2ccccc2)c2ccccc2CC1(C)C | 102.0 | -0.1
CN(C(=O)c1cccc(N2C(=O)C3C4C=CC(C4)C3C2=O)c1)C1CCCCC1 (stereo not given) | 102.0 | 0.2
CCc1ccc(NC(=O)Cn2ncc3c(=O)oc4ccccc4c32)cc1 | 99.0 | -1.4
Cc1cc(OCC(=O)N(Cc2ccc(N(C)C)cc2)CC2CCCO2)ccc1Cl (stereo not given) | 110.0 | 0.5
CCOc1cc(C(Nc2cc(C)ccn2)c2ccc3cccnc3c2O)ccc1OC (stereo not given) | 116.0 | 2.9
CSc1sc(C(=O)NN)c2c1C=CCC2 | 103.0 | -0.4
CN1CCN(c2ccccc2C=C(C(=O)O)C(=O)O)CC1 | 104.0 | 1
COc1ccc(CNC(=O)Cn2c(=S)[nH]c3ccccc3c2=O)cc1 | 103.0 | 0.4
CC(=O)OC1=C(C(C)=O)N(Cc2ccccc2)S(=O)(=O)c2ccccc21 | 108.0 | 0.5
CC(=O)N1N=C(c2ccc(C)cc2)OC1c1cccnc1 (stereo not given) | 107.0 | 1.3
CCc1ccc(CN(Cc2ccco2)c2cnc(S(C)(=O)=O)nc2C(=O)Nc2ccc(C)c(Cl)c2)cc1 | 104.0 | -0.6
CC(C)(C)c1ccc(S(=O)(=O)Nc2ccc3[nH]c(=O)[nH]c3c2)cc1 | 105.0 | 1
CCS(=O)(=O)N1CCC(C(=O)NCCC(C)C)CC1 | 112.0 | 0.4
CC(=O)Nc1cc(C(C)C)c(O)c(C(C)C)c1 | 99.0 | -0.9
CCCSc1ncc(Cl)c(C(=O)Nc2ccc(S(=O)(=O)N(C)c3ccccc3)cc2)n1 | 112.0 | 1.5
CCOC(=O)C1=C(CSc2nnc(C3CCCCC3)n2N)NC(=O)NC1c1ccccc1 (stereo not given) | 103.0 | 0.1
CC(C)NC(=O)CN1C(=O)CCn2nc(-c3cn(C)c4ccccc34)cc21 | 111.0 | 1.2
COc1ccc(CCNC(=O)c2ccc3c(c2)N(Cc2cccc(C)c2)C(=O)c2ccccc2S3(=O)=O)cc1OC | 82.0* | -3.1*
CN(C)c1ccc(/C=N/OCC(=O)N(C)c2ccccc2)cc1 | 94.0 | -0.6
COc1cccc(NC(=O)/C(C#N)=C/c2c(C)n(Cc3ccc(Cl)cc3)c3ccccc23)c1 | 114.0 | 1.8
Cc1ccc(NC(=O)CCn2c(=O)sc3ccccc32)cc1F | 99.0 | -0.6
COc1ccccc1CN(C)C(=O)CSc1nc(C)c(C)n1C1CCCC1 | 103.0 | 0
COc1ccc(C2=CC(c3cccc(C)c3)n3nnnc3N2)cc1 (stereo not given) | 104.0 | 0
CCN(CCCN)c1ccccc1 | 104.0 | 0.6
ClCc1csc(Nc2ccccc2)n1 | 110.0 | 4.5
COc1ccc(C2C3=C(CC(c4ccco4)CC3=O)Nc3ncnn32)cc1 (stereo not given) | 99.0 | -0.8
C=CCc1ccccc1OCc1cccc(C(=O)O)c1 | 101.0 | 0
CC(C)c1nc2cc3sc(C(C)C)nc3cc2s1 | 100.0 | -0.2
Cc1cc(NC(=O)COc2ccc3oc4ccccc4c3c2)no1 | 101.0 | -0.3
Cc1ccc(-c2ccc(=O)n(CC(=O)N3CC(C)CC(C)C3)n2)cc1 (stereo not given) | 101.0 | 0.2
CCOc1ccc(C(=O)Nc2ccc3nc(SCCOc4ccccc4)sc3c2)cc1 | 107.0 | 0
O=C(COC(=O)c1cc[n+]([O-])cc1)c1ccc2[nH]c(=O)[nH]c2c1 | 81.0 | -1.5
CCn1cc(C(=O)OCC(=O)Nc2cc(Cl)ccc2C)c(=O)c2ccc(C)nc21 | 105.0 | -0.3
Cc1cccc(-n2nnnc2SCC(=O)N2CC(C)OC(C)C2)c1 (stereo not given) | 101.0 | -0.3
CCc1ccc(NC(=O)CSc2nc(=O)n(Cc3ccccn3)c3c2CCC3)cc1 | 109.0 | 0.6
O=C1c2ccccc2C(=O)N1CCCCSc1nnc(-c2ccc(OC(F)F)cc2)o1 | 103.0 | 0.1
COc1ccc(-n2c(C)cc(C(=O)COc3ccc(-n4cnnn4)cc3)c2C)cc1 | 99.0 | -0.3
CCc1ccc(CNC(=O)Cn2nc(C)c3nn(-c4ccc(Cl)cc4)c(C)c3c2=O)cc1 | 109.0 | 0.1
CCN(Cc1ccncc1)Cc1c(O)ccc2ccccc12 | 99.0 | -0.7
COc1cccc(CN(C(=O)c2oc3cc(C)ccc3c2C)C2CCS(=O)(=O)C2)c1 (stereo not given) | 111.0 | 1.3
Cc1ccc(-c2nc3cc(Cl)ccc3o2)cc1NC(=O)c1cc([N+](=O)[O-])ccc1N1CCOCC1 | 105.0 | 0.3
COc1cc2[nH]c(=O)c(C(=O)NCCN3CCNCC3)c(O)c2cc1OC | 99.0 | -0.4
c1ccc(OCc2cc(-c3ccccc3)n[nH]2)cc1 | 102.0 | 0
COc1ccc(-c2csc(C3=C(O)CN(CC(C)(C)CN(C)C)C3=N)n2)cc1OC | 105.0 | 0.3
O=C(NCC1CC1)Nc1ccccc1F | 103.0 | 0.5
